TDP2 absorb: blocks human TDP2 phosphodiesterase activity; inhibition, % at 12.8 µM; 370,000 compounds, 0.34% hits; AID 720702; O95551; recombinant TDP2, T5PNP hydrolysis, p-nitrophenol absorbance 415 nm;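 active = inhibition above the mean of all tested compounds plus 3 SD, set per campaign, cut at about 25% in these data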;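 also: 0% = DMSO with enzyme and 100% = buffer with substrate but no TDP2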
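Test system: human TDP2 enzyme; Input: 120 nM TDP2 per well; Buffer or medium: Mg2+-containing Tris-HCl buffer, pH 7.5; Reagent: 5 mM T5PNP; Dosing: 12.8 µM single point, 1% DMSO; Incubation: reaction 2 h, 37 °C; Detection: p-Nitrophenol epi absorbance; Read-out: % inhibition relative to enzyme-containing and enzyme-free wells; Replicates: single well per compound.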
ADAM17 inh: inhibits human ADAM17; recombinant ADAM17, EDANS/DABCYL FRET peptide cleavage; 370,000 compounds, 0.83% hits; AID 720648; inhibition, % at 6.95 µM;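 active = inhibition above the mean of compounds lying between control limits plus 3 SD, set per campaign, cut at about 8.5% in these data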;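 also: 0% = DMSO-only wells as the low control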
SIAE inh: human SIAE inhibition, primary screen. Q9HAT2. AID 1053197. inhibition, % at 9.66 µM. 370,000 compounds, 0.69% hits. SIAE FP-Rh probe binding, fluorescence polarization;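 active = inhibition above a cutoff: mean of compounds within the control limits plus 3 SD of those, cut at about 17% in these data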;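 also: 0% = plate median of compound wells and 100% = probe without SIAE protein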
Tn7 DDE FP: DD(E)-Tn7 binding inhibition, primary FP screen; P02675; FP displacement of FITC-Tn7 peptide from fibrin DD(E); 0% = median of compound wells per plate; inhibition, % at 8.3 µM; 370,000 compounds, 0.13% hits; AID 720508;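 active = inhibition above the mean of compounds falling within the control limits plus 3 SD of them, cut at about 14% in these data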;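 also: 0% = plate median of compound wells and 100% = 10 µM Aha-Tn7 peptide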
Target sequence (P02675 whole entry, looked up): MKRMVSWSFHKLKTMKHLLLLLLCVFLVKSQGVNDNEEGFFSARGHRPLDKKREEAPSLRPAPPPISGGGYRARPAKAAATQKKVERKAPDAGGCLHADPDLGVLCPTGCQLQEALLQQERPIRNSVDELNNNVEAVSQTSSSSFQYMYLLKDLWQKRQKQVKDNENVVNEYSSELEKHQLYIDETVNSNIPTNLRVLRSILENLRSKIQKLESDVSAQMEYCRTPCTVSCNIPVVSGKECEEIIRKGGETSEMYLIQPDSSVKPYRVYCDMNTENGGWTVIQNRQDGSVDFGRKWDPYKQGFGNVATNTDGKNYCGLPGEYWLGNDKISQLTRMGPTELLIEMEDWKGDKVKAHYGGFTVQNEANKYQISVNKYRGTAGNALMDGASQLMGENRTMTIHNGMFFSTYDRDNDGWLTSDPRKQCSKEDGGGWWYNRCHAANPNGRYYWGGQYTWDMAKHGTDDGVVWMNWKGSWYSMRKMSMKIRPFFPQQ
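Also added: labelled Tn7 tracer, 0.1 µM; Assay system: human fibrin DD(E) protein; Amount: 2 µM fibrin DD(E); Schedule: 10 min compound pre-incubation, 3 h probe incubation at room temperature; Repeats: one replicate per compound; Read-out basis: percent inhibition; Measured by: fluorescence polarization of the labelled Tn7 tracer.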
DDE Tn6 FP inh: DD(E)-Tn6 binding inhibition, primary FP screen. Fibrin DD(E) TRITC-Tn6 fluorescence polarization displacement. inhibition, % at 8.3 µM. 370,000 compounds, 0.21% hits. AID 720509;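 active = inhibition above a per-campaign cutoff: mean of compounds within control limits plus 3 SD, cut at about 15% in these data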;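 also: 0% = median of all compound wells on the plate and 100% = blocking peptide control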
ASAP1 inh: blocks human ASAP1-stimulated Arf1 GTP hydrolysis; Q9ULH1; GDP FP detection; inhibition, % at 16.5 µM; 360,000 compounds, 0.19% hits; in the data active = inhibition above about 25%;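 also: 0% = vehicle with enzyme and substrate and 100% = no enzyme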
Target sequence (Q9ULH1 325-724 limits assumed): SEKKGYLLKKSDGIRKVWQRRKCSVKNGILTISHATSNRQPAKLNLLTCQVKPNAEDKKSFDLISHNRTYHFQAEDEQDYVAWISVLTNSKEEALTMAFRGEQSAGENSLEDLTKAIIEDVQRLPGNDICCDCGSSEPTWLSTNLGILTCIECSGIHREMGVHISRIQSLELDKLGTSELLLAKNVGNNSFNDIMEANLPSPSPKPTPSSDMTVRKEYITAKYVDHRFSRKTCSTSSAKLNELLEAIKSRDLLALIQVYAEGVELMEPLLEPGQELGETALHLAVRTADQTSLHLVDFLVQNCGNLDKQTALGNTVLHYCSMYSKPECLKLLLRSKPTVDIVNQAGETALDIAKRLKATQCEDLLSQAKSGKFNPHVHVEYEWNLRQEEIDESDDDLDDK
PLC-beta3 inh: PLC-beta3 (human) inhibition, primary screen; 370,000 compounds, 0.18% hits; Purified PLC-beta3, fluorogenic substrate, fluorescence; inhibition, % at 12.2 µM; AID 720704; Q01970; in the data active = inhibition above about 11%;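 also: 0% = median of compound wells on plate and 100% = full blocker control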
PLCg1 inh: inhibitors of human phospholipase C gamma1. P19174. purified PLC-gamma1, fluorogenic substrate, fluorescence. inhibition, % at 12.2 µM. 370,000 compounds, 0.84% hits. AID 720700; in the data active = inhibition above about 9.5%
ARFGAP1 inhibitor: inhibits rat ARF GTPase activating protein 1; Q62848; Arfgap1-stimulated ARF1 GTP hydrolysis, GDP FP detection; inhibition, % at 16.5 µM; 360,000 compounds, 0.26% hits;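 active = inhibition above a per-plate limit, mean inhibition of low control wells plus 3 SD, cut at about 25% in these data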;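 also: 0% = DMSO wells with enzyme and 100% = wells lacking Arfgap1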
Target sequence (Q62848 1-136 limits assumed): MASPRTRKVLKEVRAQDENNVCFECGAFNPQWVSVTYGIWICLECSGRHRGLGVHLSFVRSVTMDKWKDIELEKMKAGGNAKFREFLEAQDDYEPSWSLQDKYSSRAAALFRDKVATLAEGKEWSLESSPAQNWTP
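Material: rat Arfgap1 GAP domain (His6, aa 1-136), purified enzyme. Also added: human ARF1(Δ1-17)-GTP substrate. Compound dosing: 16.5 µM single point, 1.26% DMSO. Timing: enzyme reaction 120 min at 25 °C after 20 min preincubation. Signal: GDP detection by fluorescence polarization. Read-out basis: percent inhibition of GAP-stimulated GDP formation, scaled between DMSO and no-Arfgap1 medians.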
ADAM10 inh: inhibits human ADAM10 | O14672 | recombinant ADAM10, EDANS/DABCYL FRET peptide cleavage, 3 h | inhibition, % at 7 µM | 370,000 compounds, 0.62% hits;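 active = inhibition above a per-campaign cutoff equal to the mean of compounds falling between control-based bounds plus 3 SD, cut at about 20% in these data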;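 also: 0% = DMSO wells while the 100% control is not disclosed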
Numbers without * were called inactive; i = inactive; . = not tested or not shown.

SMILES	TDP2 absorb	ADAM17 inh	SIAE inh	Tn7 DDE FP	DDE Tn6 FP inh	ASAP1 inh	PLC-beta3 inh	PLCg1 inh	ARFGAP1 inhibitor	ADAM10 inh
Cn1c(Cc2c[nH]c3ccccc23)n[nH]c1=S	2	-2	1	-2	4	2	0	-2	6	6
CCCN1CCN(C(=O)Cn2cccc2C(=O)c2ccccc2)CC1	2	-7	-3	0	-12	5	0	-3	4	-3
Cc1nc2ccc(S(=O)(=O)NCC(=O)NCc3ccccc3Cl)cc2s1	0	2	3	-1	-4	.	4	-8	.	1
CC(Sc1nnc2ccccn12)C(=O)Nc1ccc2c(c1)OCO2 (stereo not drawn)	6	-7	10	1	-7	6	-12	-10	-1	-18
CCOc1cc(/C=N/Nc2ccccc2Cl)ccc1OCC(=O)O	3	-1	11	-7	-2	0	-5	7	3	-1
COc1ccccc1OCC(=O)NCC1CCCN(C(=O)c2cccc(C)c2)C1 (stereo not drawn)	3	-2	-6	-8	-1	-2	-7	-3	0	-2
CN=c1sc2ccccc2n1CC(O)COCc1ccco1 (stereo not drawn)	-13	1	-10	3	0	6	1	2	1	3
CC1=C(C(=O)OCC(C)C)[C@]23C(=O)c4ccccc4[C@@]2(O1)OC(N)=C3C#N	-3	1	0	-11	0	0	-6	-4	10	5
c1ccc(Cc2ccc(OCCn3ccnc3)cc2)cc1	-16	-4	-4	-9	-4	19	-7	1	13	6
Cc1cc(C)cc(NS(=O)(=O)c2ccc3[nH]cc(C(=O)N4CCc5ccccc54)c(=O)c3c2)c1	9	6	-28	3	-12	3	3	3	5	12
c1csc(-c2nnc(-c3ccc(N4CCOCC4)cc3)o2)c1	-13	-26	1	1	-1	-2	i	i	6	-80
COc1cccc(-n2nc(-c3ccnn3-c3ccc(C)cc3)c(=O)n(C)c2=O)c1	1	2	1	3	0	1	2	-1	2	8
COc1cc(OC)cc(-c2nc(N)n[nH]2)c1	9	-2	-4	0	2	0	2	3	5	0
O=C(Nc1ccncc1)Nc1cccc(F)c1	-5	1	-3	3	2	-5	-2	-2	14	-6
CC(=O)Nc1ccc(S(=O)(=O)N2CCC(C(N)=O)(N3CCCCC3)CC2)cc1	-2	0	4	-3	-5	8	-3	1	-1	2
COc1cccc(NC(=O)c2cc(-c3cccnc3)nc3c(Cl)cccc23)c1	-1	-4	-6	1	1	6	1	0	1	-5
CCOC(=O)c1c(-c2ccc(C)cc2)csc1NC(=O)CCN1CCOCC1	2	2	-1	-3	-4	7	-1	1	11	8
CCCCCc1cc(=O)c2ccccc2o1	4	-2	2	3	1	13	1	-1	7	6
CCOc1ccc(CCNC(=O)Nc2cccc(OC)c2)cc1OCC	-6	-4	-8	1	8	-6	-3	3	9	-5
CCOC(=O)C(N)CSC1CC(=O)N(c2ccc(OC)cc2)C1=O (stereo not drawn)	21	-2	1	-2	2	0	-4	-2	-2	-3
COC(=O)c1c(NC(=O)COC(=O)c2ccc(C)s2)sc2c1CCCCC2	9	-1	13	2	8	5	0	1	-2	0
CCN(CC#CCC(O)(c1ccccc1)C1CCCC1)C(C)C (stereo not drawn)	1	-2	-9	-3	-2	0	-1	1	9	-4
C[C@H]1CN([C@@H](C)CO)C(=O)CCCn2nncc2CO[C@@H]1CN(C)C(=O)Nc1ccc2c(c1)OCO2	2	-4	4	-3	-11	3	-4	-4	-1	-12
CC(=O)Nc1ccc(S(=O)(=O)NCc2ccc(C(=O)NC(C)c3ccccc3)cc2)cc1 (stereo not drawn)	1	0	-4	-2	0	-17	-1	-2	-1	-4
CCOC(=O)N1CCC(NC(=O)C2=CCN(S(=O)(=O)c3ccc(OC)cc3)CC2)CC1	-4	-7	-3	9	-3	8	-6	-2	-6	-1

Arranged by count of non-hydrogen atoms (ascending): part of the list above
SMILES	TDP2 absorb	ADAM17 inh	SIAE inh	Tn7 DDE FP	DDE Tn6 FP inh	ASAP1 inh	PLC-beta3 inh	PLCg1 inh	ARFGAP1 inhibitor	ADAM10 inh
Cn1c(Cc2c[nH]c3ccccc23)n[nH]c1=S	2	-2	1	-2	4	2	0	-2	6	6
CC(=O)Nc1ccc(S(=O)(=O)N2CCC(C(N)=O)(N3CCCCC3)CC2)cc1	-2	0	4	-3	-5	8	-3	1	-1	2
CCOC(=O)N1CCC(NC(=O)C2=CCN(S(=O)(=O)c3ccc(OC)cc3)CC2)CC1	-4	-7	-3	9	-3	8	-6	-2	-6	-1

By substructure: the entries above with a halogen (four)
SMILES	TDP2 absorb	ADAM17 inh	SIAE inh	Tn7 DDE FP	DDE Tn6 FP inh	ASAP1 inh	PLC-beta3 inh	PLCg1 inh	ARFGAP1 inhibitor	ADAM10 inh
Cc1nc2ccc(S(=O)(=O)NCC(=O)NCc3ccccc3Cl)cc2s1	0	2	3	-1	-4	.	4	-8	.	1
CCOc1cc(/C=N/Nc2ccccc2Cl)ccc1OCC(=O)O	3	-1	11	-7	-2	0	-5	7	3	-1
O=C(Nc1ccncc1)Nc1cccc(F)c1	-5	1	-3	3	2	-5	-2	-2	14	-6
COc1cccc(NC(=O)c2cc(-c3cccnc3)nc3c(Cl)cccc23)c1	-1	-4	-6	1	1	6	1	0	1	-5

(more compounds)
SMILES	TDP2 absorb	ADAM17 inh	SIAE inh	Tn7 DDE FP	DDE Tn6 FP inh	ASAP1 inh	PLC-beta3 inh	PLCg1 inh	ARFGAP1 inhibitor	ADAM10 inh
CC(C)(C)c1ccc(Oc2ccc(NC(=O)CCCC(=O)O)cn2)cc1	19	-2	5	8	4	0	-11	-6	0	1
O=C(COc1ccc(Cl)cc1Cl)NCC1(N2CCOCC2)CCCCC1	-4	-3	9	4	7	1	-8	-1	-1	-7
N/C(COc1ccccc1)=N\NS(=O)(=O)c1ccccc1	-9	-2	-2	-3	4	7	1	-1	0	-5
C#CCN(C[C@H]1[C@H](OC(=O)Nc2c(C)noc2C)[C@H](OC(=O)Nc2c(C)noc2C)C[C@H]2C(=O)N(c3ccccc3)C(=O)[C@@H]12)S(=O)(=O)c1ccc(C)cc1	-3	0	-6	-1	3	9	3	1	-6	2
CCCCNC(=O)CCCn1c(=O)[nH]c2ccc(Br)cc2c1=O	12	0	7	7	3	-14	0	2	-7	8
Cc1cc(NC(=O)C2=C(O)c3ccccc3S(=O)(=O)N2C)no1	12	1	-2	1	4	-13	-3	-2	5	4
CCOC(=O)C1(CCCc2ccccc2)CCN(C(=O)CN2CCOC2=O)CC1	6	0	9	-1	0	5	2	2	-4	-4
O=C(COc1ccc(S(=O)(=O)N2CCOCC2)cc1)Nc1ccc(Br)cc1	0	-3	5	-2	-5	5	-7	2	-8	-7
O=S(=O)(c1ccccc1)c1ncc(C(F)(F)F)cc1Cl	7	-1	3	2	3	-8	1	2	9	-1
O=C(NC1CCCCN(Cc2cccc(F)c2)C1=O)c1ccc2ccccc2c1 (stereo not drawn)	4	3	-4	4	3	.	3	0	.	4
O=C(NC1CCCC1)c1ccc(CSCc2ccccc2F)o1	-4	1	5	-11	-6	-11	1	2	2	3
Cc1cccc(NC(=O)CN2C(=O)N/C(=C/c3ccc(C)s3)C2=O)c1	-2	0	-7	3	0	3	-47	-36	3	1
Cc1cc2ccccc2nc1SCC(=O)NC1CCCC1	-10	2	-9	0	4	0	-3	-3	0	4
O=C(NCc1ccc(F)cc1)C(c1ccncc1)N(C(=O)c1csnn1)C1CC1 (stereo not drawn)	0	-4	1	0	-5	4	7	3	2	-3
CNc1c(NC(=O)c2ccc3c(c2)OCO3)c(=O)oc2ccccc12	13	-2	0	2	0	-9	-4	-3	-5	0
COc1cc(C)ccc1Oc1ncnc(N)c1[N+](=O)[O-]	2	3	7	-4	1	5	2	4	-9	4
CC1CC(C)CN(C(=O)COC(=O)c2cc(S(=O)(=O)N3CCOCC3)ccc2F)C1 (stereo not drawn)	-2	-2	-2	-5	7	-8	-6	-1	-8	-1
COc1ccc(OCc2cc(C(=O)N(C)C3CCOC3)no2)c(Cl)c1 (stereo not drawn)	2	-2	-4	-3	0	-2	-2	-2	7	-3
CCOc1ccc(C(C)=O)cc1COc1cccnc1[N+](=O)[O-]	-17	1	2	-6	-1	-6	-8	2	7	1
COc1cc(C(=O)Nc2cccc(S(=O)(=O)NCc3ccco3)c2)cc(OC)c1OC	8	1	8	-8	-5	11	-69	2	-2	-23
CC1=CC(C)(C)Nc2ccc(OS(=O)(=O)c3ccc(C)cc3)cc21	5	7	3	7	-5	-9	-21	-16	-8	12
COc1ccc(C(=O)c2[nH]c(N)c(C(=O)NCCc3c[nH]c4ccccc34)c2-c2ccc(Cl)cc2)cc1	-2	0	10	4	-2	15	-29	-26	21	-11
O=S(=O)(NC1CC1)c1cccc(S(=O)(=O)N2CCCC2)c1	-4	2	4	-2	0	2	-2	3	6	-7
COc1cc([N+](=O)[O-])cc(/C=C2/SC(=S)N(Cc3ccccc3)C2=O)c1O	14	2	-107	1	56*	6	-66	-48	3	2
O=S(=O)(c1ccc(F)c(F)c1F)N1CCN(C(=S)NCc2ccccc2)CC1	5	0	-18	-6	-6	12	-3	1	-7	6
CCS(=O)(=O)NCCc1csc(-c2ccccc2)n1	-2	-2	-2	1	-12	6	-2	0	10	7
CCOC(=O)[C@]12CCC=C1N(Cc1ccco1)C(=O)[C@H](CC(=O)N1CCCC1)C2	9	-1	3	-10	1	-3	-4	-3	2	1

Single entries from the list.
`CCOC(=O)C1(CCCc2ccccc2)CCN(C(=O)CN2CCOC2=O)CC1` | DDE Tn6 FP inh: 0
`O=C(COc1ccc(Cl)cc1Cl)NCC1(N2CCOCC2)CCCCC1` | PLC-beta3 inh: -8
`CNc1c(NC(=O)c2ccc3c(c2)OCO3)c(=O)oc2ccccc12` | Tn7 DDE FP: 2
`CC1=CC(C)(C)Nc2ccc(OS(=O)(=O)c3ccc(C)cc3)cc21` | ADAM10 inh: 12
